High-throughput results as filed in PubChem BioAssay.
FXIIa inh: human FXIIa protease inhibitors, primary screen, biochemical, 1536-well | 0.3% of 220,000 active | purified FXIIa, Boc-QGR-AMC fluorogenic substrate, 2 h | inhibition, % at 5 µM | AID 800, 2007; in the data active means inhibition above about 40%;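 further: 0% = enzyme with no compound and 100% = blank without enzyme; many of its hits are not listed in these tables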
Target sequence (P00748 20-372 limits assumed): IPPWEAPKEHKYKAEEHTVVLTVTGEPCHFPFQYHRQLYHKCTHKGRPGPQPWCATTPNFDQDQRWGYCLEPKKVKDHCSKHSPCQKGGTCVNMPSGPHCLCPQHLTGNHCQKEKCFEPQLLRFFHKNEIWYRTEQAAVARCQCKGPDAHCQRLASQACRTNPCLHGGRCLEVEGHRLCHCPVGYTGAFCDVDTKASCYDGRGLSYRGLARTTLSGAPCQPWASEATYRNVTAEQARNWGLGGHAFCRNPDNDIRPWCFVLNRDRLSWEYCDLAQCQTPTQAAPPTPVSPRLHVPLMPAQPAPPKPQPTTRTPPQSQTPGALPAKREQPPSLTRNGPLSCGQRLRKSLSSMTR
Target sequence (P00748 373-615 limits assumed): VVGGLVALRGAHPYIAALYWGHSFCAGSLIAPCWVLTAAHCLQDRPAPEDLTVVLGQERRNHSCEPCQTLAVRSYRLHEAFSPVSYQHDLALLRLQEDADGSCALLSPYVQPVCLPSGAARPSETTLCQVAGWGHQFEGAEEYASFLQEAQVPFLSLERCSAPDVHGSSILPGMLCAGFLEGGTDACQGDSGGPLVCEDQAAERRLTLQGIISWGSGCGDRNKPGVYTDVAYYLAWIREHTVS
FXIa inh: human FXIa protease inhibitors, primary screen, biochemical, 1536-well | Coagulation factor XI (Homo sapiens), P03951 | purified FXIa, Boc-Glu-Ala-Arg-AMC fluorogenic substrate | inhibition, % at 5 µM | 0.14% of 220,000 active | AID 798, 2007;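 active means inhibition of at least 40%; inactive means inhibition below 40%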;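 further: fluorescence of freed AMC excited at 355 nm; 0% = enzyme without compound and 100% = no enzyme blank; many of its hits are not listed in these tables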
p97 ATPase inh: inhibitors of human p97 ATPase, primary screen, biochemical; inhibition, % at 8 µM; 0.42% of 220,000 active; Transitional endoplasmic reticulum ATPase (Homo sapiens), P55072; recombinant p97 ATPase, Kinase-Glo ATP luminescence, 3 h; AID 1481, 2009; in the data active means inhibition above about 15%;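 further: 0% = DMSO vehicle and 100% = wells lacking enzyme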
14-3-3 Bad inh: inhibitors of 14-3-3 zeta/Bad binding, primary screen, biochemical, TR-FRET, bovine 14-3-3 zeta; AID 781, 2007; 14-3-3 protein zeta/delta (Bos taurus), P63103; TR-FRET 14-3-3zeta/Dy647-pBad peptide displacement, 1 h; inhibition, % at 21.7 µM; 0.71% of 220,000 active;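 active means inhibition above about 70%, limit read from the data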;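 further: 0% = full 14-3-3 plus peptide FRET controls and 100% = background without 14-3-3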
eIF4E-4G inh: eIF4E–eIF4G protein interaction inhibitors, primary screen, biochemical, uHTS, TR-FRET, eIF4GI fragment; TR-FRET eIF4E-eIF4GI(517-606) binding, 2 h; Eukaryotic translation initiation factor 4E (Mus musculus) + Eukaryotic translation …; AID 782, 2007; 0.37% of 220,000 active; inhibition, % at 21.7 µM;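 active means inhibition above about 30%, limit read from the data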;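 further: 0% = full FRET control wells and 100% = background wells lacking eIF4GI fragment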
Mdm2 ligase inh: MDM2-luciferase reporter signal enhancers, primary screen, MDM2 E3 ligase inhibitor project, cell-based, luminescence, 1536-well. cell-based MDM2 ubiquitination luciferase reporter, 2 h; 0 = plate control, 100 = twice control, blank-subtracted. signal enhancement, % at 5 µM. 0.11% of 210,000 active. AID 1230, 2008;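 active means signal enhancement of 30% or more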;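 further: luminescence tracks abundance of the self-degrading MDM2-luciferase fusion protein; higher signal means inhibition of MDM2 E3 ligase activity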
Target sequence (Q00987 whole entry, looked up, the tested form may be a part): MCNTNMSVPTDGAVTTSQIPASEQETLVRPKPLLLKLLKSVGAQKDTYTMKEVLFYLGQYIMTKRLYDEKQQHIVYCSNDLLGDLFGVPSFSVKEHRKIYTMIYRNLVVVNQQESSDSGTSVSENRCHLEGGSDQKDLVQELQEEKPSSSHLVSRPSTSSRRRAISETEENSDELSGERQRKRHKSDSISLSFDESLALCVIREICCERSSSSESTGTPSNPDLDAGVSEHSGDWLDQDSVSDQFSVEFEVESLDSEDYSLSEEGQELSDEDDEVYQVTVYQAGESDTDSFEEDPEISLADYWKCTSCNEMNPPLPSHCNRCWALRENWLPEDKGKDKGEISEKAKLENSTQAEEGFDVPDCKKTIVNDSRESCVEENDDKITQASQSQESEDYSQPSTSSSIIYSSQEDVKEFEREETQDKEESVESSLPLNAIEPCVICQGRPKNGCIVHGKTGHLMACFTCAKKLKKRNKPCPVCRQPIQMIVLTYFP
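Test system: mammalian cells stably expressing self-ubiquitinating, self-degrading MDM2 E3–luciferase fusion; Amount: 2000 cells in each well; Medium: DMEM; Schedule: 4 h settle plus 2 h compound, 37 °C; Technique: SteadyLite luciferase luminescence after 15 min room-temperature reagent incubation; Benchmarks: plate control and blank wells.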
KLK5 inh: human KLK5 protease inhibitors, primary screen, biochemical, 1536-well | Kallikrein-5 (Homo sapiens), Q9Y337 | recombinant hK5, fluorogenic AMC substrate cleavage | inhibition, % at 5 µM | 0.59% of 210,000 active | AID 873, 2007;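 active means inhibition of 40% or more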;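 further: 0% = enzyme controls without compound and 100% = no-enzyme blanks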
Rad51 HR inh: human RAD51 strand exchange inhibitors, primary screen, biochemical, fluorescence | AID 1385, 2008 | inhibition, % at 10 µM | hRad51 DNA strand exchange, fluorescence dequenching | 0.085% of 200,000 active | DNA repair protein RAD51 homolog 1 (Homo sapiens), Q06609;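 active means inhibition above 40% at the single screening dose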;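 further: 0% = DMSO control wells and 100% = blanks with heterologous ssDNA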
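Material: human Rad51–ssDNA filaments; Probe or stimulus: labelled 47-mer dsDNA for strand exchange; Doses: single 10 µM dose; Incubation: 37 °C 15-min filament assembly, 30-min compound preincubation, 15-min exchange; Technique: FRET fluorescence dequenching, excitation 485 nm, emission 520 nm; Measure: Fluorescence-based percent inhibition, control- and blank-normalised; Benchmarks: plate control and blank wells.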
Wee1 stabilizer: Wee1 degradation inhibitors, primary screen, cell-based, HeLa, Wee1K328M-luciferase, luminescence; reporter increase, % at 5 µM; 1.2% of 220,000 active; HeLa Luc-Wee1K328M stability; 100% = proteasome inhibitor MG132 effect; Wee1-like protein kinase (Homo sapiens), P30291;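 active means activation above the mean of all tested compounds plus 3 SD, set per screening run, cut at about 8.8% in these data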;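 further: cells exposed to compound for 20 h before luminescence read; 0% = DMSO alone and 100% = MG132 at 30 µM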
Numbers without * were called inactive; x = no result given; [ ] = another dose, or the depositor's remark.

SMILES	FXIIa inh	FXIa inh	p97 ATPase inh	14-3-3 Bad inh	eIF4E-4G inh	Mdm2 ligase inh	KLK5 inh	Rad51 HR inh	Wee1 stabilizer
Cc1ccccc1NC(=S)N(CCN1CCCCCC1)Cc1cccs1	11	-2	-1	-6	-3	-16	2	10	-3
O=C1CCCC2=C1C(c1ccccc1)n1c(s/c(=C/c3cccc(F)c3)c1=O)=N2 (stereo not drawn)	26	20	-4	-9	-4	8	14	x	2
Cc1ccc(F)c([C@H]2[C@H]3C=CC[C@@H](C)[C@@H]3C(=O)N2Cc2ccccc2)c1	5	2	x	3	6	5	2	1	x
CCOC(=O)c1sc(NC(=O)CSc2n[nH]c(-c3ccccc3)n2)c(C#N)c1C	4	-7	1	18	24	-2	-6	x	1
COc1ccc(/C=N/Nc2nc3ccccc3o2)cc1O	-8	1	3	-3[fluorescence artefact?]	-2	-42	-7	-8	2
C/C=C\C=C\C(=O)N1CC2(CC(c3cccc(NC(=O)CC)c3)=NO2)C[C@H]1C(N)=O (stereo partly drawn)	3	-1	x	-4	0	-1	-2	-6	x
O=C(Nc1cccc(Oc2ccc(C(=O)O)c(C(=O)O)c2)c1)c1ccc(-c2ccccc2)cc1	11	3	12	49	22	-40	5	-42	-3
COc1cc(/C=C/CO)cc(OC)c1OC/C=C(\C)CCC=C(C)C	11	4	x	-7	-18	-21	4	6	x
Cc1c(NC(=O)c2cccs2)cccc1[N+](=O)[O-]	6	-7	-1	-6	0	x	x	-4	0
Cc1nnc(SCC(=O)Nc2ccccc2)[nH]c1=O	1	3	3	4[fluorescence artefact?]	3	-13	-23	-6	-3
O=C(Nc1ccc2c(c1)CCC2)Nc1ccc2c(c1)OCO2	4	-4	5	-14	-1	13	-2	7	0
O=C(CN(Cc1ccccc1)C(=O)c1csnn1)NCc1ccccc1	5	-5	-3	0	2	-8	-3	-3	2
O=C(N(c1ccccc1)c1ccccc1)N(c1ccccc1)c1ccccc1	7	10	1	-5	-1	-8	-2	-1	0
CC(C)(C)OC(=O)N1CCCC(C(=O)CC#N)C1 (stereo not drawn)	5	-11	-5	2	-9	3	0	1	0
O=C(NNC1=NS(=O)(=O)c2ccccc21)c1ccc(Cl)cc1	4	0	8	3	1	-27	-3	2	-1

Quoted at random: 4 records from the list
SMILES	FXIIa inh	FXIa inh	p97 ATPase inh	14-3-3 Bad inh	eIF4E-4G inh	Mdm2 ligase inh	KLK5 inh	Rad51 HR inh	Wee1 stabilizer
CC(C)(C)OC(=O)N1CCCC(C(=O)CC#N)C1 (stereo not drawn)	5	-11	-5	2	-9	3	0	1	0
COc1cc(/C=C/CO)cc(OC)c1OC/C=C(\C)CCC=C(C)C	11	4	x	-7	-18	-21	4	6	x
O=C(N(c1ccccc1)c1ccccc1)N(c1ccccc1)c1ccccc1	7	10	1	-5	-1	-8	-2	-1	0
O=C(Nc1ccc2c(c1)CCC2)Nc1ccc2c(c1)OCO2	4	-4	5	-14	-1	13	-2	7	0

More entries:
SMILES	FXIIa inh	FXIa inh	p97 ATPase inh	14-3-3 Bad inh	eIF4E-4G inh	Mdm2 ligase inh	KLK5 inh	Rad51 HR inh	Wee1 stabilizer
O=C(Nc1ncc(Cc2cccc(C(F)(F)F)c2)s1)C1CCCO1 (stereo not drawn)	10	0	-4	-3	-5	x	-1	10	3
O=C(CCC(=O)OCCCC(F)(F)C(F)(F)F)Nc1ccc(Cl)cc1Cl	3	4	-2	1[fluorescence artefact?]	5	-7	-22	-5	-1
CCC(C)(C)n1nnnc1C(c1ccccn1)N1CCOCC1 (stereo not drawn)	15	5	8	-7	-2	-16	7	-8	3
CC(C)CC(CO)N1CCN(C(=O)c2ccc(C(C)(C)C)cc2)CCC1=O (stereo not drawn)	14	3	9	-7[fluorescence artefact?]	-7	x	-7	-2	-3
CCC1=NN2C(=N)/C(=C\c3cccn3-c3ccc(Cl)cc3)C(=O)N=C2S1	6	-5	-2	-2	1	-34	-4	-1	3
Brc1csc(/C=N/Nc2nc3ccccc3s2)c1	3	0	-6	-8	-2	-14	-7	-6	8.9*
CCCCCC1=CCC/C1=N\NC(=O)c1ccc2c(c1)OCO2	10	-2	1	-20	4	-8	2	-6	0
COc1ccccc1CNCC(O)(c1ccc(Cl)cc1)c1ccc(Cl)cc1	25	7	3	2	-5	0	-5	5	3
CSc1ccccc1C(=O)C1CCCN(Cc2cnn(-c3ccccc3)c2)C1 (stereo not drawn)	2	0	0	7	3	-2	1	x	-3
Cc1ccc(CNC(=O)CN2C(=O)COc3ccc(C)cc32)cc1	-5	-1	2	-3[fluorescence artefact?]	-5	-11	-2	0	1
CCn1c(NC(=O)c2cccc(Cn3cc(Cl)cn3)c2)nc2ccccc21	14	3	-8	8[fluorescence artefact?]	2	-25	-64	-2	-1
Cn1c(C(=O)N2CCCC(C(=O)NCCCSC3CCCCC3)C2)cc2sccc21 (stereo not drawn)	14	0	-16	-2	0	-4	0	x	-1
Cc1cc2c(=O)n(CC(=O)N3CCN(c4ccc(F)cc4)CC3)cnc2s1	10	6	5	2	-5[fluorescence artefact?]	-8	-3	7	-3
COc1ccc(S(=O)(=O)Cc2ccc(C(=O)N3CCN(c4ccccn4)CC3)o2)cc1	9	4	1	1	-3[fluorescence artefact?]	-15	-3	10	-1
CC1=NCCN1S(=O)(=O)c1cc([N+](=O)[O-])ccc1Cl	9	4	3	-4	-3	-1	-4	3	-2
COc1ccc(CNC(=O)CSc2cccc3cccnc23)cc1	3	0	5	-1	-4	-7	-1	x	6
O=C(OCc1csc(-c2ccccc2)n1)c1ccccc1O	0	-5	0	-3	-7	-21	-23	5	0
Fc1ccccc1COc1ccc2ccccc2c1CNc1nn[nH]n1	2	1	8	-16	2	-6	-7	0	-3
COc1ccc2c(c1)nc(SCC(=O)C(C)(C)C)n2C	11	4	5	73*	-5	-1	5	-3	0
Cc1cccc(NC(=O)CSc2nc3nc(C)cc(C)c3c(=O)[nH]2)c1	13	1	2	0	6	-4	-3	-1	1
O=C1/C(=C/c2cccc([N+](=O)[O-])c2)CSc2ccc(Cl)cc21	5	2	7	-6	5	-5	2	x	-3
O=C(NC1CCCCC1)C1CCC(CNS(=O)(=O)c2cccc3nsnc23)CC1 (stereo not drawn)	6	-3	-8	9	2	3	-1	4	-1
COC(=O)COn1c(SCC(=O)OC)nc2ccccc2c1=O	6	1	-2	11[fluorescence artefact?]	0	-1	-15	-7	-1
COc1cc(CNCc2ccccn2)ccc1OCc1c(Cl)cccc1Cl	14	-1	-4	53	9	-11	-42	3	6
O=C(O)/C(=C\c1ccc(Br)cc1)c1ccc(S(=O)(=O)N2CCCCC2)s1	22	29	-10	8	10	-16	-7	2	-1
Cc1nn(C)c(C)c1S(=O)(=O)Nc1ccc2c(c1)OCO2	14	-2	5	-6	11	-9	-4	0	-1
COC(=O)Cc1cc(=O)oc2c(C)c(O)ccc12	-31	-11	1	-4	-6	-3	-351	0	0
COc1ccc(-c2cc(C(=O)NC(Cc3c[nH]c4ccccc34)C(=O)O)c(C)o2)cc1OC (stereo not drawn)	15	13	-2	12	-2	6	-2	x	3
O=C(CN1CCN(C2CCCCC2)CC1)Nc1cccc2ccccc12	13	5	1	53	2	-6	20	11	2
CSc1nc2nc3c(cc2c(=O)n1-c1ccccc1C)CCCC3	9	1	-1	7	0	-2	1	-3	-3
Cc1nn2c(-c3ccc(Cl)cc3)nnc2s1	16	10	1	-11	-2	12	-7	9	3
Nc1nc(SCC(=O)Nc2ccc(Br)cc2F)n[nH]1	10	20	2	-5	3	-13	-1	7	1
CN1C2CCC1CC(NC(=O)c1ccc(Cl)cc1)C2 (stereo not drawn)	0	-4	1	-2	2	-8	3	7	-2
O=C(N/N=C/c1cccc(NC(=O)c2ccc(Cl)cc2)c1)c1cccc(O)c1	4	-2	6	-1	-12	x	4	-16	1
O=c1[nH]n(Cc2ccccc2)c(=O)c2ccccc12	4	4	-5	7	1	-14	-11	0	1
O=C(NCc1ccc2c(c1)OCO2)c1cc(-n2cnnc2)ccc1Cl	-9	-13	5	3[fluorescence artefact?]	0[fluorescence artefact?]	9	-2	-4	-2
COc1ccc(N(CC(=O)O)S(=O)(=O)c2ccc(C)cc2)cc1Cl	1	-5	7	-3	-1	-5	-3	32	0
Cc1cc2ccccc2n1CCNC(=O)C1CCCCC1	14	5	6	10	-7	-14	2	-2	3
COC(=O)C(C(C)C)N1CCc2c(C)nc3c(C#N)cnn3c21 (stereo not drawn)	3	-5	6	-14	0	-43	-10	-31	-3
CCOC(=O)Cc1nnc(NC(=O)Nc2ccccc2)s1	18	7	7	-7	4	-8	-18	1	0
COC(=O)C(O)(CC(=O)Nc1ccc(OC)cc1)C(F)(F)F (stereo not drawn)	16	10	-3	-4[fluorescence artefact?]	-3	-3	-2	0	-1
Cc1ccc(-c2ccc3nnc(SCC(N)=O)n3n2)cc1	9	-2	6	-13	1	-9	-4	29	-1
Cc1cc(C)c(C2=NOC3C4CCC(C4)C23)c(C)c1 (stereo not drawn)	11	1	-3	4	5	-10	-4	-2	0
CCOC(=O)C1C2C=CC3(CN(C4CCCC4)C(=O)C13)O2 (stereo not drawn)	11	-2	4	-12	-11	-5	-25	2	-1
C=CCN(CC=C)CCOc1ccc(C)cc1[N+](=O)[O-]	6	-9	3	63	1	1	-4	21	8
O=C(NC1CCCC1)c1ccc(CN2CCOCC2)cc1	4	5	-3	10[fluorescence artefact?]	4[fluorescence artefact?]	1	-19	-1	-1
C=CCn1c(Sc2ncc([N+](=O)[O-])s2)n[nH]c1=O	8	2	-4	6	-4	0	-8	-12	-2
CC(C)CC(=O)NC(Nc1ccccc1F)C(Cl)(Cl)Cl (stereo not drawn)	12	5	3	3	4	-12	4	x	-2
CC(C)(C)NS(=O)(=O)c1ccc(NC(=O)C2CCCCC2)cc1	6	-5	-6	6	-1	-5	-2	3	-2
CCOC(=O)c1ccc(NC(=O)COc2ccccc2CNC2CCCC2)cc1	5	-4	2	-5	3	-5	1	4	0
Cc1nn(-c2nc3ccccc3s2)c(C)c1Oc1ccccc1O	-1	-2	-1	11	5	-20	3	2	6
O=C(CCCCCn1c(SCc2ccncc2)nc2ccccc2c1=O)NCc1ccco1	7	-20	2	5	-1	6	1	-2	2
O=C(CCCN1C(=O)c2ccccc2C1=O)Nc1sc2c(c1C(=O)NCc1ccco1)CCC2	-2	-6	4	-2	-11	-7	-18	-2	0

Compounds as they come; 3.5% or so of the library scored in one or more.
